Myeloid diff 2 = compounds promoting myeloid differentiation; ER-HoxA9 myeloid progenitors, lysozyme-GFP differentiation, flow cytometry; calls only at 10 µM; AID 624256; 360,000 tested, 1% active;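 active means normalized GFP-positive differentiation at or above the plate's own cutoff, the solvent-only control mean plus 3 SD; inconclusive means no clear call, values can overlap the other calls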;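 further: cells exposed to compound for four days before flow analysis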
Myeloid diff 2 GFP+ MAC1+ % = further read-out of Myeloid diff 2, marked with its call; GFP+ MAC1+ double positive, %; measured here: differentiation confirmed by MAC1 staining
Active calls of the source: *; i = inactive; ? = inconclusive; nt = not tested or not shown; + = active, no number. Some of the compounds tested; the hit share may differ from the screen's.

SMILES | Myeloid diff 2 | Myeloid diff 2 GFP+ MAC1+ %
CC1(C(=O)NS(=O)(=O)c2ccc(C#N)cc2)CCN1C(=O)Cc1ccc(Cl)cc1Cl (configuration not stated) | i | 0.2
CCC1CC(C(=O)Nc2ccccc2)C(=O)O1 (configuration not stated) | i | 0.9
COC1OCC(O)C(OC(=O)c2ccccc2)C1OC(=O)c1ccccc1 (configuration not stated) | i | 0.7
Cn1c(NCc2ccccc2)nc2cc(-c3ccccc3)sc2c1=O | i | 0.4
CC(C)CCNC(=O)NC(=O)CSc1ccc(S(=O)(=O)N2CCOCC2)cn1 | i | 0.5
Cc1ccc(NC(=O)CSCC(=O)N(C)Cc2c(F)cccc2Cl)cc1 | i | 1.2
CC1CN(S(=O)(=O)c2cc(C(=O)NC(C)c3cccnc3)ccc2Cl)CC(C)O1 (configuration not stated) | i | 0.4
CN(CC(=O)Nc1ccccc1Cl)C(=O)COC(=O)c1ccc(=O)n(Cc2ccccc2)n1 | i | 1.5
CC(C)Cc1nnc(NC(=O)CCNC(=O)c2ccccc2Cl)s1 | i | 0.3
OC[C@H]1O[C@@H](c2nc(-c3ccc4c(c3)CCO4)no2)[C@H](O)[C@@H](O)[C@H]1O | i | 0.6
N#CC1(C(N)=O)OC12CCS(=O)(=O)c1ccccc12 (configuration not stated) | i | 2.3
CSc1nc(C)cc(OCCNS(=O)(=O)c2ccc(C)cc2)n1 | i | 1.2
COc1ccc2oc(C(=O)Nc3nc4ccc(S(C)(=O)=O)cc4s3)c(C)c2c1 | i | 0.2
O=C(COC(=O)Cc1ccccc1F)Nc1ccccc1[N+](=O)[O-] | i | 0.5
COc1ccc(S(=O)(=O)N2CCCCCC2)cc1NC(=O)Cc1cccc(C(F)(F)F)c1 | i | 1.6
COc1cc(/C=C2\SC(=S)N(CCCCC(=O)O)C2=O)ccc1OS(=O)(=O)c1ccc(C)cc1 | i | 3.1
COc1ccc(CNC(=O)C2Cc3c(-c4ccccc4Oc4ccccc4)ccnc3O2)cc1OC (configuration not stated) | i | 0.6
O=C1CCCCC(=O)[C@H](OC(=O)c2ccccc2)C[C@H](c2ccccc2)O1 | i | 1.0
CC1CC(=O)NC(=O)N1Cc1ccccc1 (configuration not stated) | i | 1.3
COc1cccc(CSC(C(=O)O)c2ccccc2)c1 (configuration not stated) | i | 0.4
CCOc1ccc(-c2cccc(NS(=O)(=O)c3cc([N+](=O)[O-])ccc3Cl)c2)nn1 | i | 0.1
CCCCn1c(N)c(N(CC)C(=O)c2ccc(N(C)S(=O)(=O)c3ccc(C)cc3)cc2)c(=O)[nH]c1=O | i | 1.1
O=C(CCC(=O)N1CCN(S(=O)(=O)c2ccccc2)CC1)c1ccc(Br)cc1 | i | 0.8
Cc1ccc(NC(=O)C2CSC3(C)CCC(=O)N23)cc1S(=O)(=O)N1CCOCC1 (configuration not stated) | i | 0.3
CCN(C[C@H]1N[C@@](C)(C(=O)OC)[C@H]2C(=O)N(C)C(=O)[C@@H]12)C(=O)c1ccc(C)cc1 | i | 0.6
O=S(=O)(c1ccc(SCc2ccc(Cl)cc2)nc1)N1CCCC1 | i | 1.1
C=CCN(c1ccccc1OC)S(=O)(=O)c1cccc(C(=O)OC2CCOC2=O)c1 (configuration not stated) | i | 1.8
Cc1ccc(SCC(=O)OCC(=O)N(CC(C)C)c2c(N)n(Cc3ccccc3)c(=O)[nH]c2=O)cc1C | i | 0.5
COc1ccc(OC)c(C=NNC(=O)c2ccccc2NS(=O)(=O)c2cccs2)c1 | + | 10*
Cc1ccc(NC(=O)CCN2CCN(CCO)CC2)cc1 | i | 0.3
Cc1cc2nc(-c3nnnn3C3CCCCC3)c(=O)[nH]c2cc1C | i | 0.5
CC(=O)NCCc1ccc(C(=O)COC(=O)c2cccs2)cc1 | i | 0.6
CC(C)CN1C(=O)CSCC1(C)C(=O)Nc1ccc2c(c1)OCCO2 (configuration not stated) | i | 2.0
COc1ccc(CN2CC(COCc3ccccc3)Oc3ccccc3S2(=O)=O)cc1 (configuration not stated) | i | 0.2
Nc1ccc(CCc2ccc(N)cc2)cc1 | i | 0.3
O=C(CSc1ncn[nH]1)N1N=C2/C(=C\c3ccco3)CCCC2C1c1ccco1 (configuration not stated) | i | 1.6
COCCNC(=O)c1c(CS(=O)(=O)c2ccccc2)noc1C(=O)NCc1ccccc1 | i | 0.1
O=C(Cn1cnc2c(NCc3ccccc3)ncnc21)NCc1ccc2[nH]ccc2c1 | i | 0.4
C#CCOCCOCCOCCNc1nc(N2CCN(C(=O)[C@H](CCCCN)n3cc([C@@H](N)[C@H](C)CC)nn3)CC2)nc(N2CCN(C(=O)[C@H](CCCCN)n3cc([C@@H](N)CC(N)=O)nn3)CC2)n1 | i | 1.4
CC(=O)Oc1ccccc1Cn1c(C)c(C(=O)NCCC#N)sc1=O | i | 2.2
CCCC1NC(=O)c2cc3ccccc3cc2-n2c1nc1ccc(C)cc1c2=O (configuration not stated) | i | 1.0
C=CCN1CCOc2ccc(C)cc2S1(=O)=O | i | 1.2
COc1ccccc1NC(=O)COC(=O)c1c(C)nn(-c2ccccc2)c1C | i | 0.4
C#CCOCCOCCOCCNc1nc(N2CCN(C(=O)CCCCCCCCCCNC(=O)[C@H]([C@@H](C)CC)n3cc(CCCCCN)nn3)CC2)nc(N2CCN(C(=O)CCCCCCCCCCNC(=O)[C@H]([C@@H](C)CC)n3cc(CCCCN=C(N)N)nn3)CC2)n1 | i | 2.2
COc1ccc(C(=O)OCc2cc(=O)oc3c(C)c(C)ccc23)cc1S(=O)(=O)N1CCOCC1 | i | 1.0
COc1cc(C#N)ccc1OCC(=O)NCCC1=CCCCC1 | i | 0.8
COC(=O)c1ccccc1CC1Cc2cc3c(cc2C1=O)CCC3 (configuration not stated) | i | 1.1
C=CC(=O)Nc1ccc(Nc2ccnc(Nc3ccc(N4CCN(C)CC4)cc3)n2)cc1 | ? | nt
CC1(C(=O)Nc2cccc(OC(F)(F)F)c2)Cc2c(-c3cccc(C(F)(F)F)c3)ccnc2O1 (configuration not stated) | i | 0.3
COc1ccc2nc(NC(=O)C3CSC4(C)CCC(=O)N34)sc2c1 (configuration not stated) | i | 0.9

The listing continues.
SMILES | Myeloid diff 2 | Myeloid diff 2 GFP+ MAC1+ %
Cc1ccc(C)c(NC(=S)NC(=O)c2cncc(Br)c2)c1 | i | 1.8
CCN(CC(=O)NCc1ccc(F)cc1)C(=O)C1CCN(S(=O)(=O)c2ccc(C(C)C)cc2)CC1 | i | 1.7
CCCN(CC(=O)Nc1ccccc1C)C(=O)CCCNC(=O)c1ccc(Cl)cc1 | i | 0.7
CCOC(=O)[C@]12CCC=C1N(Cc1ccc3c(c1)OCO3)C(=O)[C@H](CC(=O)NCCCOC)C2 | i | 0.7
COc1ccc(-c2cc(C(=O)Nc3cc(OC)c(OC)c(OC)c3)[nH]n2)c(C)c1 | i | 0.7
CC(=O)c1ccc(S(=O)(=O)Nc2cccc(-c3ccc(N4CCOCC4)nn3)c2)cc1 | i | 0.6
Cc1ccc2c(Cl)c(C)c(N3CCOCC3)nc2n1 | i | 0.1
O=C(C1CCN(S(=O)(=O)c2cccs2)CC1)N1CCN(c2ccccc2O)CC1 | i | 0.2
COc1ccc(-c2oc(=O)c3cc(OC)c(OC)cc3c2-c2ccc3c(c2)OCO3)cc1 | i | 0.4
O=C(COc1coc(CN2CCc3ccccc32)cc1=O)NCCc1ccccc1 | i | 0.3
Cc1csc(=O)n1CCC(=O)OCC(=O)NCc1ccccc1 | i | 0.5
CS(=O)(=O)c1ccc(Nc2nc(C(N)c3ccccc3)cs2)cc1 (configuration not stated) | i | 0.8
Oc1ccc(C[C@H]2CNC(=S)N2C[C@H]2CCCN2C[C@H](Cc2ccccc2)N2C[C@H](Cc3ccc(O)cc3)N(CCc3ccccc3)C2=S)cc1 | i | 1.5
C[C@H]1NC(=O)[C@]2(C)[C@@H](c3ccccc3)[C@H]3COc4ccccc4[C@@H]3N2C1=O | i | 0.9
CC1(C(=O)NC2CCc3ccccc32)CCN1CCc1ccccc1 (configuration not stated) | i | 0.8
CC1=C(C(=O)N(C)C)CC(CC(=O)NC2CC2)C(=O)N1Cc1ccc(C(C)(C)C)cc1 (configuration not stated) | i | 1.3
Cc1cc(C(C)(C)CC(C)(C)C)ccc1OCCOCC[N+](C)(C)Cc1ccccc1 | i | 2.6
Cc1cc2nc(-c3cccc(Cl)c3)c(Cc3cccc(Cl)c3)n2c(C)c1Br | i | 0.5
CCOC(=O)C1=C[C@@H](C(C)(C)C)N(S(=O)(=O)c2ccc(C)cc2)[C@H]1c1cccc(Cl)c1 | i | 1.0
Cc1noc(C)c1COc1ccc(C(=O)N2CCC(C)CC2)cc1 | i | 1.3
COc1cccc(N2CCN(C(=O)c3cccc(S(=O)(=O)N4CCCC4)c3)CC2)c1 | i | 0.1
COc1cccc(NC(=O)COc2coc(CN3CCc4ccccc4C3)cc2=O)c1 | i | 0.5
CC(Sc1nc2ccccc2c(=O)n1CC1CCCO1)C(=O)N(C)Cc1ccccc1 (configuration not stated) | i | 1.1
CC(C)NC(=O)C1(C)CCCN1C/C=C/c1ccccc1 (configuration not stated) | i | 0.5
COc1ccc([N+](=O)[O-])cc1NCC(=O)Nc1cc(S(=O)(=O)N2CCCCC2)ccc1C | i | 0.5
Cc1ccc(NC(=O)CSc2nnc3ccc(-c4cccnc4)nn23)cc1 | i | 0.6
COc1ccc(C(=O)OCC(=O)N(C)C2CCS(=O)(=O)C2)cc1S(=O)(=O)N(C)Cc1ccccc1 (configuration not stated) | i | 0.7
CCOc1ccc(/C=C(\C(=O)O)c2ccc(S(=O)(=O)N3CCCCC3)s2)cc1OC | i | 0.5
O=c1[nH][nH]c2c1[C@H](c1ccc(Cl)cc1)O[C@H](CCc1ccccc1)C2 | i | 0.6
O=C(Nc1cccc(-c2ccc(N3CCCCC3)nn2)c1)c1ccc(Br)o1 | i | 0.5
CCCCCCN1C[C@@H](O)[C@H](n2cc(C3CC3)nn2)C[C@@H]1c1ccccc1 | i | 1.7
Clc1ncnc2[nH]ccc12 | i | 0.4
Cc1ccc(N(CC(=O)NC(C)C)C(=O)CCC(=O)Nc2ccccn2)c(C)c1 | i | 1.8
CC(C(=O)OCC(=O)NC1CCCCC1)N1C(=O)c2ccccc2C1=O (configuration not stated) | i | 0.6
O=C(CSc1nncs1)Nc1ccc2[nH]c(=O)[nH]c2c1 | i | 0.6
CCCS(=O)(=O)NC(=O)C1(C)CCN(C(=O)c2ccc(SC(F)(F)F)cc2)C1 (configuration not stated) | i | 0.3
COc1ccc(NC(=O)C2(C)Cc3c(-c4ccc(N(C)C)cc4)ccnc3O2)cc1 (configuration not stated) | i | 0.7
CCN(Cc1ccc2c(c1)OCCO2)C(=O)CN1C(=O)NC2(CCCCC2)C1=O | i | 0.2
CN1CCC[C@H]1CCNC(=O)c1c(-c2ccsc2)sc2ccccc12 | i | 0.7
COc1cc2c(cc1OC)C(O)=CC(=O)C2=O | i | 0.9
COc1ccc(NS(=O)(=O)c2cccc(C(=O)N3CCN(Cc4ccc5c(c4)OCO5)CC3)c2)cc1 | i | 0.3
CC(=O)Nc1cccc(C(=O)N2CCN(S(=O)(=O)Cc3ccccc3)CC2)c1 | i | 0.7
CN(C)c1ccc(CNC(=O)C2(C)Cc3c(-c4cccc(C(N)=O)c4)ccnc3O2)cc1 (configuration not stated) | i | 1.0
O=C1C=C(c2ccc3c(c2)OCO3)C[C@@H](c2ccc(Cl)cc2)C1 | i | 1.2
CC(=O)c1cccc(-c2cnc3c(NC=O)cc(-c4ccccc4Oc4ccccc4)cn23)c1 | i | 0.1
COCCN(C(=O)COC(=O)C1(c2ccccc2)CC1)c1c(N)n(CC(C)C)c(=O)[nH]c1=O | i | 0.8
COc1ccc(CN2CC[C@H]3C=CC[C@@H](C(=O)Nc4ccc(Cl)c(C(F)(F)F)c4)[C@H]3C2=O)cc1OC | i | 0.3
Cn1cc(C[C@H](NC(=O)OC(C)(C)C)C(=O)N[C@H](CO)Cc2ccccc2)c2ccccc21 | i | 1.7
COC(=O)[C@]12CCCCC=C1N(Cc1ccc3c(c1)OCO3)C(=O)[C@H](CC(=O)NCCCN1CCCC1=O)C2 | i | 1.7
COc1ccc(C(=O)N2CCCC2(C)C(=O)NCC(C)C)cc1C(F)(F)F (configuration not stated) | i | 1.2
COc1ccc(Cl)cc1NC(=O)CN(C)CC(=O)N(CC(C)C)c1c(N)n(CC(C)C)c(=O)[nH]c1=O | i | 1.6

High-throughput results: PubChem, NMMLSC
